# PHOSPHO1 block – PubChem AID 1565; recombinant PHOSPHO1, absorbance phosphatase assay; Phosphoethanolamine/phosphocholine phosphatase (Homo sapiens), Q8TCT1; inhibition, % at 13.3 µM; 290,000 tested, 1.1% active; in the data active = inhibition above about 60%
# p-CIP stab down – p/CIP-EGFP fusion destabilizers, primary screen, fluorescence, F442A cells. Q05BA5. 16 h. decrease of EGFP signal, % at 10 µM. 290,000 tested, 0.01% active. AID 1984, 2009;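 active = EGFP signal decrease of at least 30% at 10 µM or well 3 SD below plate mean, unless failing retest; inactive = the rest, including hits failing retest or dose response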; also: some compounds called inactive have numbers as strong as hits; many of its hits are not listed in these tables
# IMP-1 inhibitor – IMP-1 metallo-beta-lactamase inhibitors, primary screen, biochemical, epi-absorbance readout, Pseudomonas aeruginosa enzyme; purified IMP-1, nitrocefin hydrolysis, epi-absorbance fluorescence; inhibition, % at 5.6 µM; metallo-beta-lactamase IMP-1 (Pseudomonas aeruginosa); 290,000 tested, 0.45% active; AID 1556, 2009;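 active = inhibition above the mean plus 3 SD of all compounds in the same screening run, cut at about 4.5% in these data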;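 also: 0% = IMP-1 with DMSO and 100% = DMSO wells lacking enzyme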
#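 System: Purified IMP-1 | Read-out basis: Percent enzyme inhibition | Controls: IMP-1 with DMSO as 0%, enzyme-free DMSO as 100% | Replicates: One well per compound | Doses: 5.6 µM nominal single concentration | Detection: Epi-absorbance fluorescence, 480 nm excitation, 530 nm emission | Incubation: 25 °C, 15 min preincubation, 25 min reaction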
# DNA FID counter – compounds displacing fluorescent DNA intercalator, primary screen, artefact control for HCV NS3 helicase inhibitor project, biochemical, FID fluorescence; 290,000 tested, 0.17% active; AID 1845, 2009; DNA fluorescent intercalator displacement; inhibition, % at 7.9 µM; in the data active = inhibition above about 37%;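 also: 0% = vehicle and 100% = reference compound; higher means more ethidium bromide displaced from hairpin DNA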
# HCV NS3 hel inh – inhibitors of HCV NS3 helicase, primary screen, biochemical, Cy5 molecular beacon fluorescence | Hepatitis C virus NS3 helicase | NS3 helicase DNA unwinding | inhibition, % at 10.9 µM | 290,000 tested, 0.56% active;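 active = inhibition above the mean of all tested compounds plus 3 SD, set per campaign, cut at about 35% in these data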;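 also: 0% = DMSO wells and 100% = thioflavine S control wells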
#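 assay system = NS3 helicase fragment of HCV | buffer or medium = MOPS pH 6.5, MgCl2, DTT, Tween20, BSA | timing = 60 min unwinding reaction at 25 °C after ATP addition | signal = Cy5 beacon fluorescence read at start and 1 h | read-out basis = % inhibition of unwinding | control set = low DMSO, high thioflavine S at 110 µM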
# MEKK3 PB1 HTS – modulators of MEKK3-MEK5 PB1 binding, primary screen, biochemical, wildtype MEKK3, multiplex bead flow cytometry, Alexa488-MEK5; Mitogen-activated protein kinase kinase kinase 3 (Homo sapiens), Q99759; bead-based flow cytometry, Alexa488-MEK5 binding to MEKK3; actives lie on both sides; 0 = blocked by unlabeled MEK5, 100 = vehicle; binding response (% of control), % at 10 µM; 290,000 tested, 1.4% active;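 active = binding response more than 3 SD above or below the average of its plate-row segment, actives on both sides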;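 also: Alexa488 bead fluorescence after subtracting the streptavidin-only scavenger bead signal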
# VIM-2 inh – VIM-2 metallo-beta-lactamase inhibitors, primary screen, biochemical, epi-absorbance readout, Pseudomonas aeruginosa enzyme. purified VIM-2, nitrocefin hydrolysis, epi-absorbance fluorescence. inhibition, % at 5.6 µM. 290,000 tested, 0.89% active;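 active = inhibition above the mean of all tested compounds plus 3 SD, cutoff set per screening run, cut at about 7.5% in these data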;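 also: red hydrolysis product quenches plate fluorescence so inhibitors raise well fluorescence; 0% = enzyme with DMSO and 100% = DMSO without enzyme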
# IDE cell activ – human IDE activators in live cells, primary screen, fluorescence polarization, HEK cells, FAbeta-B substrate. Insulin-degrading enzyme (Homo sapiens), P14735. FAbeta-B cleavage; 0% vehicle, 100% cell-free pure enzyme wells. activation, % at 5.96 µM. 340,000 tested, 0.073% active. AID 493087, 2011;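 active = activation above the mean of all tested compounds plus 3 SD, set per screening campaign, cut at about 17% in these data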
# Target sequence (P14735 whole entry, looked up): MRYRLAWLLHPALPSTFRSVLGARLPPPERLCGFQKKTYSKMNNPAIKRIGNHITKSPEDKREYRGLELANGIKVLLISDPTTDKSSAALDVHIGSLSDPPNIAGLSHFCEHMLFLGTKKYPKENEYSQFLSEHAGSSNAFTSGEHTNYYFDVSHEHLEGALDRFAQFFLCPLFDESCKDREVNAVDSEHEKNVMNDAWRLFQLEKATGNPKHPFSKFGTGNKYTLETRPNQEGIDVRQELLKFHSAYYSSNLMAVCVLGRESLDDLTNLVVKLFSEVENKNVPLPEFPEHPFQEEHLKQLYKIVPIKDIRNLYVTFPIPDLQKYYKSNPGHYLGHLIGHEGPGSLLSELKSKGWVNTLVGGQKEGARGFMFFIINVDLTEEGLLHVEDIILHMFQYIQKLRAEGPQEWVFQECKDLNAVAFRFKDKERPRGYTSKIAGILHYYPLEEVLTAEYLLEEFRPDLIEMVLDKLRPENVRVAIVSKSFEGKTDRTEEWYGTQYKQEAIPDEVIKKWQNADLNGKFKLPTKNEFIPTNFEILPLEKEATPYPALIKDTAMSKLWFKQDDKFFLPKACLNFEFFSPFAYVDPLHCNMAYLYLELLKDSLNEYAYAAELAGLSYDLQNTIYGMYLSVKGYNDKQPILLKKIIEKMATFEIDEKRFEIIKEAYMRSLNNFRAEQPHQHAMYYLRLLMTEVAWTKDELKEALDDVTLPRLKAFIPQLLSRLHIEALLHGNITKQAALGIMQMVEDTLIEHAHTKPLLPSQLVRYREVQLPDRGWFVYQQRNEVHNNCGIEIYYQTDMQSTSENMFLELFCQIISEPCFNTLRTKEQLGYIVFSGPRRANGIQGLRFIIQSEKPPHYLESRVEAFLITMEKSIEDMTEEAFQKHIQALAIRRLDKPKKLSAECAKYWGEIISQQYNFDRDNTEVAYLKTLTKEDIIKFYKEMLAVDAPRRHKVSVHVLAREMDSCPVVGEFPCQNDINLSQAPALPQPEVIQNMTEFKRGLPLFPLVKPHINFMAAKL
# SUMO HTRF inh – inhibitors of in vitro SUMOylation cascade, primary screen, biochemical, HTRF, uHTS; 290,000 tested, 0.36% active; inhibition, % at 35 µM; SUMO-conjugating enzyme UBC9 (Homo sapiens), P63279; HTRF SUMOylation assay, SAE1/SAE2 + UBC9; in the data active = inhibition above about 50%, passing the limit was not always enough; also: strong numbers were not always called active
# Starred values were filed as active, the others as inactive; nt = no result given; [ ] = another dose, or the depositor's remark. This is a subset (hit frequency here may not be typical).
SMILES,PHOSPHO1 block,p-CIP stab down,IMP-1 inhibitor,DNA FID counter,HCV NS3 hel inh,MEKK3 PB1 HTS,VIM-2 inh,IDE cell activ,SUMO HTRF inh
O=C(NCCc1ccccc1Cl)c1cc(COc2ccc(F)cc2F)on1,4.5,-9.9,-1.5,-23.3,-11.5,106.0,-1.6,5.9,-6.7
CC(C)C[C@H](NC(=O)N1CCN(c2ccccc2)CC1)C(=O)O,8.7,-11.8,-0.6,-4.7,0.8,100.0,-0.4,1.5,5.3
C=CCn1c(SCc2cccnc2)nnc1-c1ccncc1,-1.6,8.6,-1.3,0.2,4.6,98.0,0.9,-4.6,-22.3
Cc1cccc(NC(=O)CSc2nnc(NC(=O)C3CCC3)s2)c1,6.3,-0.1,-4.4,-8.5,-3.6,100.0,-2.5,2.3,3.3
CC(=O)c1sc(NC(=O)COc2ccc(Br)cc2)nc1C,36.3,-17.0,0.2,4.2,-1.5,96.0,-0.9,3.2,3.8
Cc1ccc(NC(=O)c2nnn(-c3ccc4c(c3)OCCO4)c2N)cc1,15.0,-3.4,-2.2,-18.7,-8.7,100.0,0.7,0.1,-4.0
O=C1CCCN1c1ccc(S(=O)(=O)N2CCN(c3ccccc3)CC2)cc1,4.9,-11.1,-0.8,3.3,2.2,101.0,-1.2,-0.9,7.1
COc1ccccc1OCCSc1nc2ccccc2n1CC(O)CO (stereo not given),22.9,-9.8,-2.1,-18.8,1.2,108.0,-0.8,2.9,16.7
Cc1ccc(C2CCN(C(=S)Nc3cccc(C)c3)C2)cc1 (stereo not given),-18.8,9.3,-1.0,-12.1,-3.4,94.0,-1.4,6.7,-2.7
CCCCNc1c([N+](=O)[O-])c(=O)n(C)c2ccccc12,28.8,-0.7,-0.5,-4.1,-3.5,100.0,-0.9,-5.5,1.4
Cc1cc(NC(=O)CN2C(=O)NC3(CCCCC3C)C2=O)no1 (stereo not given),-12.3,-10.6,-3.4,-5.5,6.6,100.0,-4.8,3.9,2.5
COCC(C)n1c(C)cc(C(=O)COC(=O)c2c(NC(C)=O)sc(C)c2C)c1C (stereo not given),-6.1,-6.0,nt,nt,nt,103.0,nt,1.6,19.5
COc1ccccc1OCCCCNCCO,19.9,9.3,-3.3,0.2,0.7,94.0,-1.8,3.1,-5.7
O=C1Nc2ccc(Br)cc2C1(O)Cc1ccccn1 (stereo not given),-13.3,7.1,0.7,3.1,4.1,98.0,-0.6,4.2,-1.9
COc1ccc(/C=N/Nc2nn3cnnc3c3ccccc23)cc1,-8.5,-8.7,-7.2,-17.0,4.6,92.0,6.0,-3.3,-1.5
O=C(NCC1([N+](=O)[O-])CN(C(=O)c2ccccc2)CN(C(=O)c2ccccc2)C1)c1ccccc1,-7.2,9.1,-2.0,-15.0,-1.1,98.0,-1.6,-0.2,7.9
CCN(CC)C(=O)Cn1c(=O)n(CCCC(=O)NCc2ccc3c(c2)OCO3)c(=O)c2sccc21,34.6,8.1,-2.5,-26.0,3.4,97.0,-1.7,-1.3,7.0
O=C(NCc1ccc2c(c1)OCO2)c1ccc(N2CCCCCC2)c([N+](=O)[O-])c1,-2.4,-10.4,-2.6,-3.3,1.6,102.0,-1.1,4.1,-11.1
O=C(Nc1ccc2c(c1)OCCO2)c1ccco1,28.7,-14.3,-2.5,-3.9,0.3,100.0,-1.4,1.0,39.0
N#Cc1c(-c2ccc(F)cc2)nc(-c2ccccc2)[nH]c1=O,-7.7,1.9,-2.0,-6.9,18.0,95.0,-0.9,8.1,0.0
COc1ccc(N(CC(=O)NCc2ccccc2)S(=O)(=O)c2c(C)n[nH]c2C)cc1,34.4,6.0,-0.9,-24.5,-0.7,99.0,-1.4,2.9,8.3
CCCCN(C)C(=O)CCC(=O)Nc1ccc2nc(N3CCN(C)CC3)cc(C)c2c1,-12.4,3.7,-1.1,19.4,-3.8,90.0,1.4,5.8,4.0
CCn1c(/C=C/N(C(C)=O)c2ccccc2)[n+](CCCS(=O)(=O)[O-])c2cc(Cl)c(Cl)cc21,-5.7,4.7,-5.0,-5.3,2.3,96.0,-2.0,-0.8,-0.1
O=C(c1c(F)cccc1F)N1CCN(c2ncccn2)CC1,-8.2,-1.3,-1.5,2.2,-4.2,93.0,-3.1,7.0,6.7
Cc1ccc(N=Cc2cc(Br)cc(Cl)c2O)cc1,2.4,5.3,0.2,0.8,30.7,65.0,0.3,-5.1,28.7

# Retrieved by structure from the list above, two records:
SMILES,PHOSPHO1 block,p-CIP stab down,IMP-1 inhibitor,DNA FID counter,HCV NS3 hel inh,MEKK3 PB1 HTS,VIM-2 inh,IDE cell activ,SUMO HTRF inh
COCC(C)n1c(C)cc(C(=O)COC(=O)c2c(NC(C)=O)sc(C)c2C)c1C (stereo not given),-6.1,-6.0,nt,nt,nt,103.0,nt,1.6,19.5
Cc1ccc(N=Cc2cc(Br)cc(Cl)c2O)cc1,2.4,5.3,0.2,0.8,30.7,65.0,0.3,-5.1,28.7

# Next compounds:
SMILES,PHOSPHO1 block,p-CIP stab down,IMP-1 inhibitor,DNA FID counter,HCV NS3 hel inh,MEKK3 PB1 HTS,VIM-2 inh,IDE cell activ,SUMO HTRF inh
COC(=O)CNC(=O)CN1C(=O)NC2(CCCc3ccccc32)C1=O (stereo not given),28.4,-7.0,-4.0,-1.1,-4.0,107.0,-1.7,-0.6,-1.6
Cc1ccc(C(=O)Nc2ccccc2C(=O)NC(C(=O)O)C(C)C)cc1 (stereo not given),0.1,-2.0,-1.9,-33.2,3.1,79.0,-4.8,1.1,-18.6
COc1cccc(-c2ccc(NC(=O)C3CCCN(Cc4cnn(C)c4C)C3)cc2)c1 (stereo not given),21.8,-10.9,-4.1,21.4,-12.4,98.0,-1.9,-1.5,-0.9
Cc1cccc(CN2CCN(C(=O)CCl)CC2)c1,-13.9,-1.5,-1.2,8.4,-0.9,100.0,-2.3,-0.9,6.5
CCOC(=O)CN1C(=O)S/C(=C/C=C/c2ccc(N(C)C)cc2)C1=O,-14.4,-67.8,-0.8,-5.0,3.2,89.0,-1.2,-17.8,4.8
Cc1cc(C)n(CC(=O)N/N=C/c2cc([N+](=O)[O-])ccc2O)n1,0.8,-10.9,0.3,-6.0,1.6,99.0,-3.4,-1.8,15.8
CCNC(=S)NNC(=O)C1CCCCC1,-4.4,-3.6,-3.4,1.6,-1.9,2.0*[inhibitor],-5.2,7.8,8.9
CC(=O)Nc1ccc(N(CC(=O)NC2CCCC2)C(=O)CCC(=O)Nc2cc(C)on2)cc1,32.0,-1.4,-3.3,-11.2,0.2,103.0,-3.3,-1.1,-12.4
Cc1csc(N/N=C/c2ccccn2)n1,-20.0,-8.1,-3.0,-2.3,-7.9,102.0,-4.4,2.5,6.6
Cc1cc(C)c(C)c(S(=O)(=O)NCC(=O)O)c1C,0.2,1.0,-1.6,-0.1,-0.6,105.0,1.5,-1.9,-2.4
O=C1OC(c2ccccc2)=C/C1=C/c1cccs1,-9.3,-21.5,0.4,-11.3,11.4,95.0,0.1,-4.5,4.7
O=C1CCCC2=C1C(c1ccncc1)c1c(nc(SCc3ccccc3)[nH]c1=O)N2 (stereo not given),28.5,3.8,0.0,-6.0,3.0,nt,-2.8,-6.1,21.5
Cc1ccc(Cn2ncc3c(NN)ncnc32)cc1,28.0,-1.9,-1.6,-16.8,-45.7,102.0,41.4*,-1.2,-13.5
CCNC(=O)CC1C(=O)N(c2ccccc2)C(=O)N1CCc1ccc(OC)cc1 (stereo not given),12.8,-5.7,-3.5,-5.2,5.4,103.0,-1.7,5.2,34.6
O=C(NCCCN1CCN(c2ccc(F)cc2)CC1)c1cccc(N2CCCC2=O)c1,7.0,2.9,-0.5,7.8,2.7,110.0,0.3,4.4,9.7
CC1(NC(=O)Nc2ccccc2)CCS(=O)(=O)C1 (stereo not given),26.8,-2.9,-0.9,-5.7,6.8,69.0,-1.0,nt,13.7
O=C(Nc1nnc(SCc2ccc(F)cc2)s1)c1cnccn1,-4.5,-2.3,-4.1,-2.6,4.9,101.0,-5.3,-3.2,0.3
COc1cccc(C=Nc2cc(C)on2)c1O,5.4,-4.0,-2.7,-5.5,0.7,95.0,-0.7,-0.8,8.7
Cc1nc(NC(=O)C2CC2)sc1C(=O)N(C)C,-5.8,-10.9,2.2,-1.4,-0.6,94.0,-1.1,2.6,-32.5
Cc1noc(/C=C/c2ccccc2F)c1S(=O)(=O)N1CCC(C(=O)N2CCN(C)CC2)CC1,17.1,1.6,-0.5,8.5,-30.8,103.0,-0.7,3.7,0.6
FC(F)(F)c1ccccc1NC1=NCCC1,35.7,6.9,-3.4,4.6,2.3,99.0,-2.3,1.0,2.4
CC1=C/C(=N\OS(=O)(=O)c2ccccc2)C(C(C)C)=CC1=O,4.2,6.1,-1.9,-1.8,-2.5,95.0,-4.5,-5.8,-0.3
COC(=O)CSc1nnc(-c2ccc(S(=O)(=O)N3CCCC3)cc2)o1,-15.8,9.4,-1.9,-12.0,2.7,101.0,-0.7,6.2,9.9

# Gathered by group: those above containing fluorine (7)
SMILES,PHOSPHO1 block,p-CIP stab down,IMP-1 inhibitor,DNA FID counter,HCV NS3 hel inh,MEKK3 PB1 HTS,VIM-2 inh,IDE cell activ,SUMO HTRF inh
O=C(NCCc1ccccc1Cl)c1cc(COc2ccc(F)cc2F)on1,4.5,-9.9,-1.5,-23.3,-11.5,106.0,-1.6,5.9,-6.7
N#Cc1c(-c2ccc(F)cc2)nc(-c2ccccc2)[nH]c1=O,-7.7,1.9,-2.0,-6.9,18.0,95.0,-0.9,8.1,0.0
O=C(c1c(F)cccc1F)N1CCN(c2ncccn2)CC1,-8.2,-1.3,-1.5,2.2,-4.2,93.0,-3.1,7.0,6.7
O=C(NCCCN1CCN(c2ccc(F)cc2)CC1)c1cccc(N2CCCC2=O)c1,7.0,2.9,-0.5,7.8,2.7,110.0,0.3,4.4,9.7
O=C(Nc1nnc(SCc2ccc(F)cc2)s1)c1cnccn1,-4.5,-2.3,-4.1,-2.6,4.9,101.0,-5.3,-3.2,0.3
Cc1noc(/C=C/c2ccccc2F)c1S(=O)(=O)N1CCC(C(=O)N2CCN(C)CC2)CC1,17.1,1.6,-0.5,8.5,-30.8,103.0,-0.7,3.7,0.6
FC(F)(F)c1ccccc1NC1=NCCC1,35.7,6.9,-3.4,4.6,2.3,99.0,-2.3,1.0,2.4

# Bioassay records from PubChem BioAssay.
